Compound activity: PubChem BioAssay, Broad Institute
PAX8 reporter: inhibitors of PAX8 transcriptional activity in RMG-I cells | 360,000 compounds, 1.2% hits | inhibition, % at 12.6 µM | RMG-I TPO-luciferase reporter, SteadyGlo, 24 h | AID 652154;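 active = mean replicate inhibition at least 60% with every replicate also reaching 60%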;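 note: luciferase light reporting Pax8 driven TPO promoter activity; plate controls were median of neutral control wells for no effect and mitoxantrone controls for full effect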
PGC1a acetyl inh: modulators of PGC1a acetylation; inhibition, % at 15.6 µM; AID 651687; 350,000 compounds, 0.17% hits; U2OS PGC1a acetylation, AlphaScreen anti-acetyl-lysine; with virally co-expressed GCN5 acetyltransferase;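 active = every replicate shows inhibition of at least 40%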;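 note: 0% = neutral control wells and 100% = positive control wells; some results beyond the cut were filed as inactive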
LGR2 antag: blocks bursicon-induced cAMP signaling via Drosophila LGR2 | HEK293 LGR2, CRE-luciferase, bursicon-stimulated, 4 h | 380,000 compounds, 0.35% hits | inhibition, % at 9.99 µM | AID 720647;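 active = drop in luminescence signal, shown as inhibition above about 50% in the replicate tests, limit read from the data, passing the limit was not always enough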;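 note: agonist challenge used bursicon conditioned medium at about half maximal strength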
S100A4 inh HTS: blocks human S100A4 binding to myosin IIA peptide; S100A4/TAMRA-MyoIIA peptide fluorescence polarization; 360,000 compounds, 0.14% hits; AID 652163; inhibition, % at 10.7 µM; P26447;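 active = mean inhibition of at least 70% across replicates, with every replicate also reaching that level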
Target sequence (P26447 whole entry, looked up): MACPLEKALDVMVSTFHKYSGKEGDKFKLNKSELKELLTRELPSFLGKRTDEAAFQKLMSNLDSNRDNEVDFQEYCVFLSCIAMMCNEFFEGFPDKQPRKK
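Material: S100A4 monomer (human). Medium: Calcium-containing HEPES buffer, pH 7.2. Probe or stimulus: labelled myosin peptide probe, 5 nM. Compound dosing: one concentration per compound. Timing: polarization read 5 min after assay mix addition, stable 5–60 min. Benchmarks: DMSO as neutral control, TFP as positive control.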
EWS-Fli inh: blocks EWS/Fli oncoprotein-driven transcription | A673 NR0B1-luciferase reporter, viability-normalised | AID 651661 | inhibition, % at 12.6 µM | 350,000 compounds, 0.67% hits;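 active = mean inhibition of at least 50% after viability correction, with every replicate also passing that limit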;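 note: firefly luciferase signal divided by Alamar Blue viability fluorescence both relative to DMSO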
FN deposit inh: fibronectin deposition inhibition | 350,000 compounds, 0.086% hits | AH1F fibroblasts, Alexa488-fibronectin deposition fluorescence, overnight | AID 743247 | inhibition, % at 12.6 µM;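 active = mean inhibition across replicates of 30% or more, regardless of how many single replicates reach that level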;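 note: positive control wells lacked labelled fibronectin entirely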
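Assay system: AH1F fibroblasts assembling fluorescent fibronectin matrix; Amount: 10000 AH1F cells per well; Buffer or medium: DMEM, 2% serum; Probe or stimulus: Alexa488-fibronectin, 24 nM final in well; Doses: single compound dose, delivered by pin transfer; Incubation: 1 h adhesion, overnight exposure; Measured by: fluorescence 485/525 nm; Read-out: fibronectin deposition inhibition.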
ERAP1 HTS inh: blocks human ERAP1 aminopeptidase activity; Q9NZ08; recombinant ERAP1, Leu-AMC fluorescence, 60 min; inhibition, % at 10.7 µM; 340,000 compounds, 0.15% hits; AID 652197;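 active = mean replicate inhibition of at least 30%, or all replicates individually reaching that 30% level; inactive = mean below 30% and not every replicate reaching it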;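 note: 0% = neutral control wells and 100% = L-leucinethiol positive control wells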
Target sequence (Q9NZ08 whole entry, looked up): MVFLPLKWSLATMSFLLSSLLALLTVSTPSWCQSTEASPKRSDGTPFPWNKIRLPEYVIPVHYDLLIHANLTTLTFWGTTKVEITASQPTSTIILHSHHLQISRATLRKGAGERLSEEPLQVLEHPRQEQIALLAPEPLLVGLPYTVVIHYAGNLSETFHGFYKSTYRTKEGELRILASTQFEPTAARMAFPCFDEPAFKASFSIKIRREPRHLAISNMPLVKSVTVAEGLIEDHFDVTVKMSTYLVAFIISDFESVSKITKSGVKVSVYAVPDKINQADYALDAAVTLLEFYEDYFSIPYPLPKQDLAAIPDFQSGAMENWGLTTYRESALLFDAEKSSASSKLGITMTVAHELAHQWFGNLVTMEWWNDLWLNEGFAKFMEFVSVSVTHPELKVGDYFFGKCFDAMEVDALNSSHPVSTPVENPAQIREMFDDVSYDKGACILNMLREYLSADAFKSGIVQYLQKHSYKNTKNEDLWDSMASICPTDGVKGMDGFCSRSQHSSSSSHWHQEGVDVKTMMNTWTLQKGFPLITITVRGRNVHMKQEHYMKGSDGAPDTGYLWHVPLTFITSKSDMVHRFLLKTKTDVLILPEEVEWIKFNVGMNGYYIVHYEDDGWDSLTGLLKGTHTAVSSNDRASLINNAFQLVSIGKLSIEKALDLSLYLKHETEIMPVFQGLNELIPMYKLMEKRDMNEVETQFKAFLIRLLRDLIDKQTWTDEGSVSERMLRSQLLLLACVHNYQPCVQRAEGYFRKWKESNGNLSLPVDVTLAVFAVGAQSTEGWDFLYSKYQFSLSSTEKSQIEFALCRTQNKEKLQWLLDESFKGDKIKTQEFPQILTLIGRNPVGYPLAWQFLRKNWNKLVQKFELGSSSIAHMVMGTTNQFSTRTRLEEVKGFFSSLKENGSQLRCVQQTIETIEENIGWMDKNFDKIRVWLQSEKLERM
PglD inh: inhibitors of Campylobacter jejuni PglD acetyltransferase | purified PglD enzyme, DTNB colorimetric CoA detection | 360,000 compounds, 0.098% hits | inhibition, % at 12.5 µM; in the data active = inhibition above about 16%, passing the limit was not always enough; note: strong numbers were not always called active
An asterisk follows results filed as active.

For C[C@@H]1CN([C@H](C)CO)C(=O)c2cccc(NC(=O)NC3CCCCC3)c2O[C@@H]1CN(C)S(=O)(=O)c1ccc(F)cc1 the results were PAX8 reporter -8, PGC1a acetyl inh 0, LGR2 antag -9, S100A4 inh HTS -55, EWS-Fli inh 2, FN deposit inh 5, ERAP1 HTS inh -3 and PglD inh -1.
`CN1CCN(C(=O)[C@@H]2[C@@H](CO)[C@@H]3Cn4c(ccc(-c5cncnc5)c4=O)[C@@H]3N2CC2CCCC2)CC1` gave LGR2 antag -11, S100A4 inh HTS 27, EWS-Fli inh 1, ERAP1 HTS inh -1 and PglD inh 0.
Screening O=S(=O)(c1ccccc1F)N1CC[C@@H]2[C@@H](CO)Nc3ccc(-c4cccc(F)c4)cc3[C@@H]21 returned PAX8 reporter 23, PGC1a acetyl inh -9, LGR2 antag 4, S100A4 inh HTS 4, EWS-Fli inh 32, FN deposit inh 17, ERAP1 HTS inh -1 and PglD inh -39.
Screening O=C(Nc1ccccc1)c1ccc(S(=O)(=O)N2CCC(C(=O)O)CC2)cc1 returned PAX8 reporter 7, PGC1a acetyl inh -4, LGR2 antag -6, S100A4 inh HTS -4, FN deposit inh 5, ERAP1 HTS inh -3 and PglD inh 0.
For CCc1c(C)sc(NC(=O)C2CCCCC2C(=O)O)c1C(N)=O (stereo unspecified) the results were PAX8 reporter -5, PGC1a acetyl inh -2, FN deposit inh -1 and PglD inh 1.
`CN1C(=O)c2cc(NC(=O)Nc3cccc(Cl)c3)ccc2OC[C@@H]2O[C@@H](CC(=O)O)CC[C@@H]21` gave PAX8 reporter 3, PGC1a acetyl inh -1, LGR2 antag 6, S100A4 inh HTS -14, EWS-Fli inh -3, FN deposit inh 9, ERAP1 HTS inh -2 and PglD inh 2.
`c1cc2ccc3ccc(-n4cnnn4)c4ccc(c1)c2c34` gave PAX8 reporter -19, PGC1a acetyl inh -15, FN deposit inh 11 and PglD inh 1.
Screening C[C@@H]1CCCCO[C@@H](CN(C)C(=O)Nc2ccc3c(c2)OCO3)[C@@H](C)CN([C@H](C)CO)C(=O)c2cc(NC(=O)Nc3ccc4c(c3)OCO4)ccc2O1 returned PAX8 reporter -6, PGC1a acetyl inh 3, LGR2 antag 1, S100A4 inh HTS 9, EWS-Fli inh -104, FN deposit inh -5, ERAP1 HTS inh 1 and PglD inh -1.
COc1cccc(NC(=O)N(C)C[C@@H]2Oc3cc(C#CC4(O)CCCC4)ccc3S(=O)(=O)N([C@H](C)CO)C[C@H]2C)c1 was read as PAX8 reporter -6, PGC1a acetyl inh 4, LGR2 antag 14, S100A4 inh HTS 0, EWS-Fli inh 3, FN deposit inh -20, ERAP1 HTS inh -1 and PglD inh 0.
`Cn1c(=O)c2c(nc(CN3CCC(C(N)=O)CC3)n2Cc2c(F)cccc2Cl)n(C)c1=O` gave PAX8 reporter 12, PGC1a acetyl inh -1, FN deposit inh 1 and PglD inh 15.
For CC(=O)c1c(C)[nH]c(C(=O)O)c1C the results were PAX8 reporter 4, LGR2 antag 17, S100A4 inh HTS -2, EWS-Fli inh 15, FN deposit inh 3 and ERAP1 HTS inh -1.
Cc1ccc(C(C)(C)NC(=O)C2CCC(=O)N(C3CCCCCC3)C2)cc1 (stereo unspecified) was read as PAX8 reporter -178, PGC1a acetyl inh -3, LGR2 antag -48, S100A4 inh HTS -96, FN deposit inh 8, ERAP1 HTS inh 0 and PglD inh 4.
Screening COc1ccccc1-c1cnc(C(O)c2ccc(C(C)(C)C)cc2)[nH]1 (stereo unspecified) returned PAX8 reporter -24, LGR2 antag -4, S100A4 inh HTS -4, EWS-Fli inh 5, FN deposit inh -7, ERAP1 HTS inh 14 and PglD inh 3.
For C[C@H]1CN([C@@H](C)CO)C(=O)c2cc(C#Cc3cccc(F)c3)cnc2O[C@@H]1CN(C)C(=O)c1ccccc1F the results were PGC1a acetyl inh 3, LGR2 antag 1, S100A4 inh HTS -29, EWS-Fli inh -10, FN deposit inh -10, ERAP1 HTS inh 2 and PglD inh 0.
`Cc1nc2ccccn2c(=O)c1NC(=O)COc1ccccc1` gave PAX8 reporter 6, PGC1a acetyl inh 1, LGR2 antag -21, S100A4 inh HTS 2, EWS-Fli inh 5, FN deposit inh -6, ERAP1 HTS inh 2 and PglD inh 3.
For O=C(NCCCNC(=O)c1cnccn1)c1ccc(Br)cc1 the results were PAX8 reporter -1, LGR2 antag -5, S100A4 inh HTS 0, EWS-Fli inh 0, FN deposit inh -10, ERAP1 HTS inh -1 and PglD inh -2.
For C=CCN1C(=O)C2(OCCCO2)c2cc(C)ccc21 the results were PAX8 reporter -17, PGC1a acetyl inh 15, LGR2 antag -3, S100A4 inh HTS 5, EWS-Fli inh 7, FN deposit inh 6, ERAP1 HTS inh -5 and PglD inh -1.
`COc1ccc(N(CC(=O)Nc2nccs2)S(=O)(=O)c2c(C)[nH]c(=O)[nH]c2=O)cc1` gave PAX8 reporter 17, PGC1a acetyl inh 5, LGR2 antag 0, S100A4 inh HTS -1, EWS-Fli inh -1, FN deposit inh 7 and ERAP1 HTS inh 0.
COc1cc(CNC2CCCCCCC2)cc(Br)c1OCC#N was read as PAX8 reporter 11, S100A4 inh HTS -2, EWS-Fli inh 23, FN deposit inh 27 and ERAP1 HTS inh 1.
`O=C(C[C@@H]1CC[C@H]2NC[C@H](O)COC[C@@H]2O1)NC1Cc2ccccc2C1` gave PAX8 reporter -4, PGC1a acetyl inh -5, LGR2 antag -13, S100A4 inh HTS 2, EWS-Fli inh -6, FN deposit inh -2, ERAP1 HTS inh 1 and PglD inh 1.
`CC(C(=O)OCC(=O)c1cccc([N+](=O)[O-])c1)N1C(=O)C2C3C=CC(C3)C2C1=O` (stereo unspecified) gave PAX8 reporter -19, LGR2 antag 6, S100A4 inh HTS 5, EWS-Fli inh 2, FN deposit inh 2, ERAP1 HTS inh 1 and PglD inh -2.
Cc1noc(C)c1NC(=O)Nc1ccc2c(c1)C(=O)N([C@H](C)CO)C[C@H](C)[C@H](CN(C)C(=O)Nc1ccc(C(F)(F)F)cc1)O2 was read as PGC1a acetyl inh 10, LGR2 antag 21, S100A4 inh HTS -2, EWS-Fli inh -4, ERAP1 HTS inh -5 and PglD inh 2.
`CCC(=O)Nc1ccc2c(c1)C(=O)N(C)[C@@H]1CC[C@@H](CC(=O)O)O[C@@H]1CO2` gave PAX8 reporter 2, PGC1a acetyl inh 1, LGR2 antag -3, S100A4 inh HTS 1, EWS-Fli inh -5, FN deposit inh -8, ERAP1 HTS inh -2 and PglD inh 0.
Cc1ccccc1CC(=O)Nc1cccc(S(=O)(=O)N2CCCC2)c1 was read as PAX8 reporter -4, PGC1a acetyl inh 4, LGR2 antag 20, S100A4 inh HTS -2, EWS-Fli inh 5, FN deposit inh -9, ERAP1 HTS inh 5 and PglD inh -2.
C[C@@H]1CN([C@@H](C)CO)C(=O)Cc2cc(NC(=O)CCC(F)(F)F)ccc2O[C@@H]1CN(C)C(=O)Nc1ccc(F)cc1 was read as PAX8 reporter -2, PGC1a acetyl inh 0, LGR2 antag 8, S100A4 inh HTS 1, EWS-Fli inh -1, ERAP1 HTS inh 1 and PglD inh 5.
`C#CCNC(=O)C[C@H]1C[C@@]2(C(=O)OC)C(=C[C@H](C(C)(C)C)O[C@@H]2C)N(CCCCCCCC)C1=O` gave PAX8 reporter -15, LGR2 antag -13, S100A4 inh HTS -3, EWS-Fli inh 1, FN deposit inh -1 and ERAP1 HTS inh -1.
Screening CCN(c1ccc(C(=O)CN2C(=O)NC3(CCOc4ccccc43)C2=O)cc1)S(C)(=O)=O (stereo unspecified) returned PAX8 reporter 21, PGC1a acetyl inh 6, LGR2 antag -9, S100A4 inh HTS -4, EWS-Fli inh 5, FN deposit inh 6, ERAP1 HTS inh 2 and PglD inh -7.
COc1ccc(Br)c(Cn2c(C)c(C(=O)N(C)Cc3ccc(F)cc3)sc2=O)c1 was read as PAX8 reporter 21, LGR2 antag 7, S100A4 inh HTS -2, EWS-Fli inh 12, FN deposit inh 9 and PglD inh 2.
`O=C(Cc1ccc(Cl)cc1)NCCN1CCCC1` gave PAX8 reporter 5, PGC1a acetyl inh 1, FN deposit inh 5 and PglD inh -1.
`CCCC1(C(=O)O)NC(c2cccc(OC)c2O)C2C(=O)N(c3ccccc3)C(=O)C21` (stereo unspecified) gave PAX8 reporter 25, PGC1a acetyl inh 6, LGR2 antag 4, S100A4 inh HTS 0, EWS-Fli inh -1, FN deposit inh 2, ERAP1 HTS inh -1 and PglD inh -1.

Continued (3 carried over from the part before).
COc1ccc(Br)c(Cn2c(C)c(C(=O)N(C)Cc3ccc(F)cc3)sc2=O)c1 was read as PAX8 reporter 21, LGR2 antag 7, S100A4 inh HTS -2, EWS-Fli inh 12, FN deposit inh 9 and PglD inh 2.
`O=C(Cc1ccc(Cl)cc1)NCCN1CCCC1` gave PAX8 reporter 5, PGC1a acetyl inh 1, FN deposit inh 5 and PglD inh -1.
`CCCC1(C(=O)O)NC(c2cccc(OC)c2O)C2C(=O)N(c3ccccc3)C(=O)C21` (stereo unspecified) gave PAX8 reporter 25, PGC1a acetyl inh 6, LGR2 antag 4, S100A4 inh HTS 0, EWS-Fli inh -1, FN deposit inh 2, ERAP1 HTS inh -1 and PglD inh -1.
`Cc1cc(NC(=O)c2ccc(F)cc2)n(-c2ccccc2)n1` gave PAX8 reporter -13, PGC1a acetyl inh 15, LGR2 antag -34, S100A4 inh HTS 10, EWS-Fli inh -4, FN deposit inh 15, ERAP1 HTS inh -6 and PglD inh -1.
Screening CC(=O)Nc1cncc(-c2cccc(C(=O)N(C)C)c2)n1 returned PAX8 reporter -3, PGC1a acetyl inh 11, LGR2 antag 6, S100A4 inh HTS 0, EWS-Fli inh 3, FN deposit inh 13, ERAP1 HTS inh -3 and PglD inh 4.
`O=C(Nc1cccc(S(=O)(=O)N2CCCCC2)c1)c1cc([N+](=O)[O-])ccc1N1CCOCC1` gave PAX8 reporter 15, PGC1a acetyl inh -2, LGR2 antag -8, S100A4 inh HTS -6, EWS-Fli inh 4, FN deposit inh -1, ERAP1 HTS inh -4 and PglD inh -8.
For C/C(=N/Nc1ccnc2cc(Cl)ccc12)c1ccc(N)cc1 the results were PAX8 reporter -5, PGC1a acetyl inh 2, LGR2 antag -25, S100A4 inh HTS -3, EWS-Fli inh -46, FN deposit inh 5, ERAP1 HTS inh -2 and PglD inh 3.
`O=C(NC1CCCCCC1)c1ccc(=O)n(Cc2ccccc2)n1` gave PAX8 reporter 20, S100A4 inh HTS -5, EWS-Fli inh 0, FN deposit inh 6, ERAP1 HTS inh -1 and PglD inh 3.
For COc1ccc(S(=O)(=O)N2CCCCC2)cc1NC(=O)CNc1ccc(F)cc1C the results were PAX8 reporter 25, PGC1a acetyl inh -4, LGR2 antag 23, S100A4 inh HTS -2, EWS-Fli inh 4, FN deposit inh -1, ERAP1 HTS inh 2 and PglD inh 0.
`CN(C)C(=O)c1ccc(-c2ccc3c(c2)[C@H]2[C@H](CCN2C(=O)c2ccccn2)[C@H](CO)N3C)cc1` gave PAX8 reporter -1, PGC1a acetyl inh 1, LGR2 antag -12, EWS-Fli inh -13, FN deposit inh -9 and PglD inh -3.
COc1ccc(NC(=O)Nc2ccc3c(c2)C(=O)N([C@H](C)CO)C[C@@H](C)[C@H](CN(C)C(=O)Nc2c(C)noc2C)O3)cc1 was read as PGC1a acetyl inh -5, LGR2 antag 3, S100A4 inh HTS 7, EWS-Fli inh -11, ERAP1 HTS inh 0 and PglD inh 1.
